# Menin-MLL TR inh: qHTS Assay for Inhibitors Targeting the Menin-MLL Interaction in MLL Related Leukemias: Competition With Texas Red Labeled MLL-derived Mutant Peptide | O00255 | AID 1768, 2009 | Potency, µM (series often up to 61.6 µM), inactives show at the top dose FP activity change, negative = inhibition, actives largely listed as inhibitors | Menin + Texas Red MLL mutant peptide, fluorescence polarization | 270,000 tested, 0.23% active; active means well fitted inhibition curve with a large enough effect in the polarisation, with a control signal flat, not every such curve was filed as active; inconclusive means small, poorly fitted or top-dose-only effect, or effect the other way, or a change in a side signal; inactive means no such curve, though single readings can be large or run the other way; the % refers to the polarisation; further: potency means the concentration at half of the fitted maximal effect; % of control where 0% means no effect; many of its hits are not listed in these tables
# USP2a inh: qHTS Assay for Inhibitors of Ubiquitin-specific Protease USP2a Using CHOP2 as the Reporter; Ubiquitin carboxyl-terminal hydrolase 2 (Homo sapiens), O75604; Potency, µM (doses to about 38.3 µM), for the others: at the highest dose activity change, negative = inhibition, usual class: inhibitors; 330,000 tested, 0.01% active; AID 463254, 2010; USP2 core, Ub-CHOP2 coupled fluorogenic reporter, 485/531;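 further: potency means the concentration at half of the fitted maximal effect; plate controls were DMSO wells for no effect and full inhibition by NEM control for full effect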
# Target sequence (O75604 whole entry, looked up): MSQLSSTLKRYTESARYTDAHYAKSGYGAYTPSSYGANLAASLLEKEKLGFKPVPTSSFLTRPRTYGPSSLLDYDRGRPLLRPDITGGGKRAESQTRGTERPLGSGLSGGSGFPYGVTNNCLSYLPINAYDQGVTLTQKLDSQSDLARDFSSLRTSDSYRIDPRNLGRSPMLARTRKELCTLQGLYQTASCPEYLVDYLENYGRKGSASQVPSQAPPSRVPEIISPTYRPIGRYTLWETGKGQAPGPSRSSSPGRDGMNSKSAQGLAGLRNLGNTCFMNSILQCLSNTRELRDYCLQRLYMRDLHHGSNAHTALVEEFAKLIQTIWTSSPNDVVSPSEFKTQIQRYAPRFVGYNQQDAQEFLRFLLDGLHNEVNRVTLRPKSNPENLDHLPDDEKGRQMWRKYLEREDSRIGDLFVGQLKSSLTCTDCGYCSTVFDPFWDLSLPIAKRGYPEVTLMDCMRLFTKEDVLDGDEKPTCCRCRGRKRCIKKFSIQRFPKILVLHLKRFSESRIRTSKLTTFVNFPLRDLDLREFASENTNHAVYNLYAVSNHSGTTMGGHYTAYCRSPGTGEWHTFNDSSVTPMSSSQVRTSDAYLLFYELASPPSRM
#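 Cell-free coupled assay: 10nM USP2 core preincubated 30min RT with compound in Tris-HCl pH 8.0/CaCl2/CHAPS buffer, then 25nM Ub-CHOP2 and 25nM reporter substrate; fluorescence (Ex 485/Em 531) read after 60min RT, normalized to NEM inhibition, concentration-response curves fitted.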
# KCNH2 3.1 block: qHTS for Inhibitors of KCHN2 3.1: Mutant qHTS; activity change, % (tested at about 1.8 µM); 340,000 tested, 0.95% active; AID 720553, 2013; U2OS KCNH2 3.1, thallium flux FluxOr; stronger effect = lower value;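 active means maximum activity change below -70%; inconclusive means maximum activity change from -70% to -50%; inactive means maximum activity change above -50%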;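 further: thallium influx rate constant from kinetic fluorescence after stimulation buffer; on the % scale 0 is the no-effect control and ±100 the full control effect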
#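 Measured as rate of thallium-driven FluxOr signal in transduced U2OS cells carrying the 3.1 channel, read kinetically for 2 min upon stimulation; values are rate constants scaled to DMSO control wells.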
# Giardia killer: Small Molecules that selectively kill Giardia lamblia: qHTS; Giardia lamblia trophozoite viability; activity change, % at 7.66 µM, hits read low; 340,000 tested, 0.15% active; in the data active means activity change below about -80%; inconclusive means between about -30% and that limit;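 further: parasites exposed to compound for two days anaerobically before the ATP read; on the % scale 0 is the no-effect control and ±100 the full control effect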
#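 Killing of trophozoites was scored by loss of ATP luminescence after a 48 hrs anaerobic exposure to compounds at 37 deg C, using 100 cells per well.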
# MLL CXXC-DNA inh: qHTS Fluorescence Polarization Assay for Inhibitors of MLL CXXC domain - DNA interaction | MLL-CXXC / FITC-HOXA9 DNA fluorescence polarization | Potency, µM (top dose mostly 115 µM), inactives show at the top dose activity change, negative = inhibition, hits mostly inhibitors | 290,000 tested, 0.037% active | AID 2662, 2010; active means well fitted inhibition curve with a large enough effect in the polarisation, with a control signal flat, not every such curve was filed as active; inconclusive means small, poorly fitted or top-dose-only effect, or effect the other way, or a change in a side signal; inactive means no such curve, though single readings can be large or run the other way; the % refers to the polarisation; further: potency means the concentration at half of the fitted maximal effect
#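 Steps: dispense CXXC domain solution (7 uM) → pin compounds or unlabeled HOX-A9 DNA control → 5 min ambient → add FLSN-HOX-A9 solution (50 nM) → spin → 30 min ambient → fluorescence polarization. Tris pH 7.5/NaCl/DTT/BSA buffer.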
# TRPV1 ag: HTS Assay for Compounds that Act as Agonists of the Vanilloid Receptor 1 | Transient receptor potential cation channel subfamily V member 1 (Homo sapiens), Q8NER1 | TRPV1-expressing cells, Fluo-8 calcium influx, agonist mode | activation, % at 8.33 µM | 320,000 tested, 0.19% active | AID 540275, 2011; in the data active means activation above about 80%; inconclusive means between about 30% and that limit; further: 0% is about no effect
#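 Cells expressing TRPV1 were dye-loaded with Fluo-8 and read kinetically: 10 s baseline, 3 min after compound (agonist portion), then 2 min after EC20 capsaicin (allosteric enhancer portion). Calcium-bound dye fluorescence at 480/520 nm.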
# FBPA coupling cs: qHTS Assay for Inhibitors of Fructose-1,6-bisphosphate Aldolase from Giardia Lamblia: Coupling assay counterscreen | coupling enzyme system counterscreen, AmpLite Red fluorescence | activity change, negative = inhibition, % at 58.2 µM, hits read low | 290,000 tested, 0.67% active; in the data active means activity change below about -30%; further: on the % scale 0 is the no-effect control and ±100 the full control effect
#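 Fluorescence at 525 nm excitation and 598 nm emission measured inhibition of the coupled detection system without aldolase. Compounds (at 57.5 uM final) were preincubated 10 min at room temperature with coupling enzyme reagent before a 20 min substrate/AmpLite Red step.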
# PKM2 activator: qHTS Assay for Activators of Human Muscle isoform 2 Pyruvate Kinase | purified PKM2, Kinase-Glo ATP luminescence, activation; response scale: 0% is enzyme alone, no compound | Potency, µM (top dose mostly 57.5 µM), inactives show top-dose activation, hits mostly activators | 260,000 tested, 0.34% active; further: potency means the concentration at half of the fitted maximal effect; on the % scale 0 is the no-effect control and ±100 the full control effect; nearly all actives have a fitted effect of over 55% in size
#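 hPK-M2, >95% pure; 0.1 mM ADP / 0.5 mM PEP final; imidazole pH7.2 buffer w/ 7 mM MgCl2, 50 mM KCl; 1 h RT; Kinase-Glo lum. Intermediate enzyme activity for dual inhibitor/activator qHTS.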
# B2AR arrestin: qHTS assay of beta-arrestin-biased ligands of beta2-adrenergic receptor. Beta-2 adrenergic receptor (Homo sapiens), P07550. beta-arrestin recruitment to beta2AR, cell-based reporter. Potency, µM (series often up to 46.1 µM), for the others: top-dose activation, actives largely listed as activators. 330,000 tested, 0.02% active;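 further: potency means the concentration at half of the fitted maximal effect; 0% = DMSO controls and full agonism = EC100 isoproterenol or metaproterenol; nearly all actives have a fitted effect of over 65% in size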
# Target sequence (P07550 whole entry, looked up): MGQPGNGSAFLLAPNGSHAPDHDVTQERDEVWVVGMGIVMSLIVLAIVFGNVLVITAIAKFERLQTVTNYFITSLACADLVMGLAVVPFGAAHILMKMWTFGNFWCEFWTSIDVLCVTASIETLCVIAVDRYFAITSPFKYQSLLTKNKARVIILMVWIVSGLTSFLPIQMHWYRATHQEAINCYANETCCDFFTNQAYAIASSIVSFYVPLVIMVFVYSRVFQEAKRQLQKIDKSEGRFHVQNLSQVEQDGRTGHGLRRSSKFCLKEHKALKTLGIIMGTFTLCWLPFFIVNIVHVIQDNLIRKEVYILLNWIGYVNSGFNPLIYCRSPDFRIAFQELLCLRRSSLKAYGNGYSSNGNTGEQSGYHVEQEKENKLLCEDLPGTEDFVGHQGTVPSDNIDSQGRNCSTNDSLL
# GALK inhibitor: qHTS Assay for Inhibitors of Human Galactokinase (GALK). P51570. 270,000 tested, 0.007% active. AID 1868, 2009. Potency, µM (series often up to 57.5 µM), for inactives: at the top dose activity change, negative = inhibition, usual class: inhibitors. Purified GALK, Kinase-Glo residual ATP luminescence; further: potency means the concentration at half of the fitted maximal effect; on the % scale 0 is the no-effect control and ±100 the full control effect
#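 Kinase-Glo Plus luminescence measured ATP left after a 1 h room-temperature reaction. The reaction used 5 nM GALK, 100 uM galactose and 35 uM ATP at pH 8.0 (20 mM HEPES, 5 mM MgCl2, 60 mM NaCl, 1 mM DTT, 0.01% BSA).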
# hERG WT inh: qHTS for Inhibitors of KCHN2 3.1: Wildtype qHTS; AID 720551, 2013; U2OS, BacMam KCNH2, thallium flux FluxOr; stronger effect = lower value; 340,000 tested, 0.37% active; activity change, % at 1.84 µM;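 active means maximum activity change below -70%; inconclusive means maximum activity change between -70% and -50%; inactive means maximum activity change above -50%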; further: on the % scale 0 is the no-effect control and ±100 the full control effect
#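 U2OS cells transduced with wild-type KCNH2 virus are loaded with FluxOr dye for 45 min, and thallium flux is measured in kinetic reads before and after stimulation buffer. Rate constants are normalized to DMSO controls.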
# * marks the source's active call; other numbers are inactive results; ? = inconclusive; . = not tested or not shown; [ ] = remark or other dose. Unless noted, the call rests on the fitted dose curve; in most records, active means well fitted curve in the direction sought with a large enough effect; inconclusive means small, poorly fitted or top-dose-only effect, or another doubt; inactive means no such curve, though single readings can be large; an effect the other way counts as inactive or inconclusive.
SMILES,Menin-MLL TR inh,USP2a inh,KCNH2 3.1 block,Giardia killer,MLL CXXC-DNA inh,TRPV1 ag,FBPA coupling cs,PKM2 activator,B2AR arrestin,GALK inhibitor,hERG WT inh
O=C(NCc1ccncc1)Nc1ccccc1,4%,-1%,-20,0,-14%,3,-2,4%,-0.5%,0%,-2
CC1=C(C)C(=O)OC(C(C)C2CCC3C4CC=C5CC(OC6OC(COC7OC(CO)C(O)C(O)C7O)C(O)C(O)C6O)CC(O)C5(C)C4CCC23C)C1 (stereo not given),-8%,3%,3,13,1%,-2,4,-1%,-1.0%,-4%,-5
CCCn1nc(C(=O)Nc2ccc3c(c2)OCCO3)c2ccccc2c1=O,.,2%,-3,-8,.,17,.,.,0.3%,.,-18
CCN(C(=O)CSc1nnc(C)n1-c1cccc(C)c1)C1CCS(=O)(=O)C1 (stereo not given),.,2%,-32,7,.,-1,.,.,-0.1%,.,-17
CC(C(=O)NCC1CCCCC1)N(C)Cc1ccc(Cl)cc1 (stereo not given),-21%,1%,2,17,-2%,?,-7,-2%,0.1%,0%,8
CCN(CC)C1CCN(Cc2c(C(=O)N3CCCCCCC3)nc3ccc(Cl)cn23)C1 (stereo not given),.,0%,-5,-16,5%,1,.,-4%,-0.1%,0%,-16
O=C(O)c1cc(S(=O)(=O)N2CCCc3ccccc32)ccc1Cl,?,1%,6,-12,17%,-3,10,.,-1.0%,3%,20
COCCNC(=O)c1ccc2c(c1)nc(C)n2-c1cc(OC)c(OC)c(OC)c1,-1%,4%,5,24,6%,1,2,-2%,-1.2%,-2%,5
COc1ccccc1NC(=O)CN(c1ccc(C23CC4CC(CC(C4)C2)C3)cc1)S(C)(=O)=O,-2%,5%,-21,-16,-1%,1,-4,-2%,-0.4%,0%,-2
CCOC(=O)C1=NN(c2ccc([N+](=O)[O-])cc2)CC1C(=O)OC (stereo not given),1%,7%,.,2,9%,-3,6,6%,-0.6%,0%,3
Cc1ccc(NC2CCCN(C(=O)Cc3nonc3C)C2)cc1C (stereo not given),2%,1%,-4,-6,-3%,22,-7,.,0.2%,5%,-21
Cc1ccc(C(=O)CSc2cnc3ccccc3n2)cc1C,18%,-1%,15,-3,16%,4,1,1%,-0.1%,0%,8
CC(C)(C)OC(=O)N/N=C/c1c[nH]c2ccccc12,?,5%,37,7,-3%,4,-3,-1%,-0.3%,1%,2
O=C(Nc1ccc(C(=O)O)cc1)/C(=C\c1ccco1)NC(=O)c1ccco1,?,5%,24,4,69%[activator],-1,0,-7%,0.1%,2%,-10
Cc1c(N=c2scc(-c3ccccc3)n2CCO)c(=O)n(-c2ccccc2)n1C,-2%,-1%,3,4,-3%,1,-5,7%,0.3%,16%,-16
COc1cccc(NC(=O)CN2C(=O)C3(OCCCO3)c3ccccc32)c1,-6%,0%,-13,0,4%,-3,0,-1%,0.0%,-1%,2
CC1Cc2cc(S(=O)(=O)NCCc3ccccc3)ccc2N1C(=O)C1CC1 (stereo not given),1%,4%,0,-24,34%,13,0,.,0.8%,-2%,-7
O=C(O)/C=C/C(=O)NNC(=O)c1ccccc1Br,-2%,0%,-19,-2,-9%,2,2,-6%,-0.5%,3%,-6
CC1(C)CC(=O)C(C=NCCN2CCN(C3CC(=O)N(c4ccc(F)cc4)C3=O)CC2)=C(O)C1 (stereo not given),-15%,2%,-1,-13,-4%,1,0,-1%,-0.1%,-2%,-29
COc1ccc(S(=O)(=O)NCCN2CCOCC2)cc1Br,-1%,0%,0,36[activator],0%,-3,0,-2%,-0.8%,4%,-8
COc1cc(NC(=O)CN(C)CCOc2ccccc2)c(C)cc1[N+](=O)[O-],-1%,8%,-1,-13,?,21,-1,.,-0.4%,-2%,-13
O=C(N/N=C/c1ccncc1)c1ccc(COc2cccc3cccnc23)cc1,-2%,-1%,-29,2,-4%,26,-1,-6%,-0.8%,6%,-1
CCC(C)(C)C1CCC2(CC1)NC(=O)N(CC(=O)NCCOc1ccccc1)C2=O (stereo not given),.,0%,-2,-11,.,2,.,.,0.4%,.,6
CCS(=O)(=O)NCc1csc(C)n1,15%,0%,-6,-2,2%,-5,2,5%,-0.1%,1%,0
COC(=O)CCCC(=O)NCC1(N(C)Cc2ccccc2)Cc2ccccc2C1,9%,0%,12,11,-9%,21,4,4%,0.8%,3%,11
O=C(CSc1ccc(-c2ccccn2)nn1)c1ccc([N+](=O)[O-])cc1,?,0%,-4,-1,0%,15,2,-3%,-0.1%,-2%,1
COC(=O)CSc1nnnn1-c1cccc2ccccc12,-6%,2%,-2,19,1%,28,2,12%,0.4%,1%,7
Cc1c(C2C(C#N)=C(N)N(c3cccc([N+](=O)[O-])c3)C3=C2C(=O)CCC3)cnn1C (stereo not given),9%,4%,.,.,2%,0,-1,2%,0.2%,1%,.
N#Cc1c(NC(=O)CCN2C(=O)c3ccccc3C2=O)oc(-c2ccccc2)c1-c1ccccc1,?,0%,-12,-6,-7%,3,5,-6%,0.3%,0%,-11
C[N+]1(CCN2C(=O)C3CC=C(Cl)CC3C2=O)CCOCC1 (stereo not given),-1%,0%,1,16,1%,4,5,10%,-0.3%,-1%,2

# Look-ups from the entries so far.
# Under TRPV1 ag, O=C(CSc1ccc(-c2ccccn2)nn1)c1ccc([N+](=O)[O-])cc1 has the entry 15
# Under KCNH2 3.1 block, CC1Cc2cc(S(=O)(=O)NCCc3ccccc3)ccc2N1C(=O)C1CC1 (stereo not given) has the entry 0

# Next section
SMILES,Menin-MLL TR inh,USP2a inh,KCNH2 3.1 block,Giardia killer,MLL CXXC-DNA inh,TRPV1 ag,FBPA coupling cs,PKM2 activator,B2AR arrestin,GALK inhibitor,hERG WT inh
CCN(Cc1ccc(OC)c(F)c1)C(=O)c1cc2ccccc2o1,-8%,-6%,5,2,13%,?,-1,1%,-0.1%,-1%,-4
CCOc1ccc(-c2csc(NC(=O)c3cccc(N4C(=O)CCC4=O)c3)n2)cc1,.,5%,-6,12,34%[activator],-4,-11,1%,-0.7%,.,15
CCN(C(=O)COc1ncnc2ccccc12)C1CCCCC1,.,0%,-8,-1,.,.,.,.,0.5%,.,-7
CCCC(=O)Nc1ccccc1NC(=O)c1ccc(OC)cc1,-1%,10%,-5,12,11%,10,1,-3%,-0.1%,0%,4
O=C(c1ccc(F)cc1)N1CCN(C2CCC(c3ccccc3)CC2)CC1 (stereo not given),?,-4%,-20,-15,0%,-2,-1,1%,0.2%,-1%,.
COc1ccc2oc(C(=O)Nc3ccc(N4CCOCC4)cc3)c(C)c2c1,.,0%,3,7,.,0,.,.,-0.3%,.,0
CN1CCN(S(=O)(=O)CC2(C)C3CCC2(C)C(=O)C3Br)CC1 (stereo not given),.,-1%,2,19,6%,3,0,3%,-0.6%,1%,0
Cc1ccccc1OCC(O)Cn1c(Br)nc2c1c(=O)n(C)c(=O)n2C (stereo not given),-1%,1%,-5,1,6%,2,6,-4%,-0.6%,.,.
Cc1cc(=O)n(CCC(=O)O)c2ccccc12,1%,0%,15,11,0%,2,0,-7%,-0.6%,0%,5
CCOC(=O)c1sc2nc(C)nc(NCCc3ccc(S(N)(=O)=O)cc3)c2c1C,-6%,1%,8,10,4%,0,0,-8%,-0.6%,-2%,1
Clc1ccccc1N/N=C/c1ccc2c(c1)OCO2,?,0%,5,1,1%,13,-2,11%,3.1%,.,-19
COc1cc(OC)c(-n2cc(-c3ccc(Cl)cc3)[nH]c2=O)cc1Cl,-16%,1%,2,-8,21%,11,-24,-11%,-0.1%,-1%,0

# A portion of the library; rates above refer to the full screens.
